V1R ag counter = agonists of human V1a receptor, primary screen, counter-screen for OXTR agonist project, fluorescence, CHO-V1R cells; Vasopressin V1a receptor (Homo sapiens), P37288; Fluo-8 calcium fluorescence, agonist mode; 0% DMSO, 100% 3 nM vasopressin; activation, % at 3 µM; actives 0.25% (n = 320,000); AID 2797, 2010;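 active means activation above the mean activation of all tested compounds plus 3 SD, per screening run, cut at about 20% in these data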;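 further: signal is peak over basal fluorescence ratio across a 100 second FLIPR read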
Target sequence (P37288 whole entry, looked up): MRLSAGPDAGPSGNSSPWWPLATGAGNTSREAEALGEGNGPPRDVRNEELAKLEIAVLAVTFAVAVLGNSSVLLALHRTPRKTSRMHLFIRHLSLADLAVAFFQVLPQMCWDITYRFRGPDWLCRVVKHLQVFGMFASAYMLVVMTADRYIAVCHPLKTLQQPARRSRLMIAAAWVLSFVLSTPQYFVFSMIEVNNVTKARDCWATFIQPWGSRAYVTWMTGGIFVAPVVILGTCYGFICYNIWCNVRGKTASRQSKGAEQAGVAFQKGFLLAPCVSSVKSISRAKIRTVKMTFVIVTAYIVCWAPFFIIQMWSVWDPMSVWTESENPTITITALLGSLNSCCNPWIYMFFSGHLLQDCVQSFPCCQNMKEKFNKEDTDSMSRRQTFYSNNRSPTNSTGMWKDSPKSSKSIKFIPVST
MEKK2 WT-MEK5 = modulators of MEK5 binding to wildtype MEKK2, primary screen, biochemical, multiplex bead flow cytometry, Alexa488-MEK5. AID 1531, 2009. actives 1.1% (n = 290,000). binding response (% of control), % at 10 µM. Mitogen-activated protein kinase kinase kinase 2 (Homo sapiens), Q9Y2U5. Alexa488-MEK5 binding to MEKK2 WT; actives lie on both sides; in the data active means binding response below about 67% or above about 130%
M18AAP inhibitor = PfM18AAP inhibitors, malaria aminopeptidase, primary screen, biochemical, QFRET, recombinant enzyme; H-Glu-NHMec fluorogenic cleavage; inhibition, % at 7.35 µM; M18 aspartyl aminopeptidase (Plasmodium falciparum 3D7); actives 1.2% (n = 290,000);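 active means inhibition above the campaign mean inhibition over all tested compounds plus 3 SD, cut at about 28% in these data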;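 further: 0% = plate median of test compound wells and 100% = 2 mM ZnCl2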
OXTR potentiate = human OXTR potentiators, primary screen, fluorescence, CHO-OTR cells, Fluo-8 calcium. Fluo-8 calcium fluorescence, potentiator mode; 0% = oxytocin EC15, 100% = EC100. actives 0.061% (n = 320,000). Oxytocin receptor (Homo sapiens), P30559. activation, % at 3 µM;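 active means activation above that plate's cutoff, the mean activation of tested compounds plus 3 SD, cut at about 6.6% in these data, passing the limit was not always enough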;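 further: 100% uses oxytocin at 75 nM as the full agonist control; some results filed as inactive read as strong as hits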
Target sequence (P30559 whole entry, looked up): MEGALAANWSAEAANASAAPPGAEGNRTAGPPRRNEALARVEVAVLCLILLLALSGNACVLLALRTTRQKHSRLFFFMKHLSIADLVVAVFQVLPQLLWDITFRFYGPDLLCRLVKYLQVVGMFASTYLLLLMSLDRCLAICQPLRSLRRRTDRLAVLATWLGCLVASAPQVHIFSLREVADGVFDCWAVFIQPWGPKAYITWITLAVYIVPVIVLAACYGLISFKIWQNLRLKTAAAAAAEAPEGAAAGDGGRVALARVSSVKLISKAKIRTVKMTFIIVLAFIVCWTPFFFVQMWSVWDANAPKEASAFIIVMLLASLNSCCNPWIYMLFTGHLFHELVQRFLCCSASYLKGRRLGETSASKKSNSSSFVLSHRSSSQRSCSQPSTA
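assay system = CHO-OTR cells, human receptor | schedule = compound 6 min at room temperature before oxytocin, 100 s read | detection = Fluo-8 intracellular calcium fluorescence, ex 470-495, em 515-575 nm | evaluation = normalized max/min fluorescence ratio, % activation | control set = EC15 oxytocin alone as 0%, 75 nM oxytocin (EC100) as 100%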
GPR7 antag = GPR7 receptor antagonists, primary screen, cell-based, fluorescence, single concentration. Neuropeptides B/W receptor type 1 (Homo sapiens), P48145. GPR7-expressing cells, fluorescence antagonist assay. inhibition, % at 4.4 µM. actives 1.1% (n = 290,000); in the data active means inhibition above about 16%, passing the limit was not always enough;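 further: cells stimulated with the agonist NPW; 0% = agonist with vehicle and 100% = vehicle without agonist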
NALP1 yeast inh = NALP1 inflammasome inhibitors in reconstituted yeast, colorimetric, S. cerevisiae, triplicate retest; S. cerevisiae NALP1/ASC/caspase-1 growth, X-gal OD620, 72 h; inhibition, % at 10 µM; actives 0.61% (n = 280,000); in the data active means inhibition mostly above about 24%, no sharp cut-off; inactive means mostly below about 32%; further: some compounds called inactive have numbers as strong as hits
GalR3 antag = GalR3 antagonists in HEK293 cells, primary screen, cell-based, fluorescence readout; HEK293 GalR3-CNG cAMP membrane potential fluorescence; galR3 body fused to GalR1 C-terminus; inhibition, % at 3 µM; actives 0.44% (n = 360,000);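 active means inhibition above the screen-wide average plus 3 SD, cut at about 13% in these data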;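 further: forskolin and galanin both at EC90 stimulate the cells; cAMP rise reported by CNG channel membrane potential dye signal; 0% = forskolin plus galanin with DMSO and 100% = forskolin alone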
MEKK2mut PB1 HTS = MEK5 binding signal on mutant MEKK2 PB1, primary screen, biochemical, multiplex bead flow cytometry, Alexa488-MEK5 | AID 1530, 2009 | Alexa488-MEK5 binding to MEKK2 mutant | actives 0.35% (n = 290,000) | percent response, % at 10 µM; in the data active means percent response above about 24%, passing the limit was not always enough; further: inactives centre near 1; some results filed as inactive read as strong as hits
OXTR agonist = human OXTR agonists, primary screen, fluorescence, CHO-OTR cells, Fluo-8 calcium | activation, % at 3 µM | Oxytocin receptor (Homo sapiens), P30559 | actives 0.32% (n = 320,000) | Fluo-8 calcium fluorescence; normalized: DMSO 0%, oxytocin 100%;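 active means activation above the mean of all tested compounds plus 3 SD, cutoff set per screening run, cut at about 20% in these data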;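 further: peak over basal fluorescence ratio from a 100 s FLIPR kinetic read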
* hit, by the source's call; . = not tested or not shown.

SMILES	V1R ag counter	MEKK2 WT-MEK5	M18AAP inhibitor	OXTR potentiate	GPR7 antag	NALP1 yeast inh	GalR3 antag	MEKK2mut PB1 HTS	OXTR agonist
O=C(CCNC(=O)c1ccc(Br)o1)NCc1ccccn1	3.5	99	8	7	-16	13	-8	5	-0.1
CCCc1cc(=O)[nH]c(Nc2ccc(OC)c(Cl)c2)n1	-0.1	94	12	-4	-5	3	-3	-6	0.0
COc1ccc(/C=N/NC(=O)c2ccco2)cc1OCc1ccccc1	0.1	96	-2	-3	-2	-18	-5	-3	-0.4
CCOC(=O)C1CCN(S(=O)(=O)c2cc3c(cc2C)NC(=O)CO3)CC1	1.9	101	1	-4	-3	22	.	0	-0.3
CN(c1ccc(C(=O)NC2CCCC2)cc1)S(=O)(=O)c1ccc(Cl)cc1	1.9	106	-4	-13	33*	22	-2	2	-0.1
COc1ccc2cc3cc(C(=O)NCc4cccnc4)oc3nc2c1	0.9	108	4	-13	-2	-5	-5	0	0.0
CCNC(=O)NC(=O)CSc1cccc(C(F)(F)F)c1	-1.1	102	2	-5	-1	24	-5	3	-1.2
COc1ccc(/C=N/NC(=O)c2ccc(C)cc2)cc1CN1CCN(c2ccc(F)cc2)CC1	-0.7	115	-4	0	-10	8	.	11	1.1
Cc1ccccc1Cn1cc(NC(=O)c2cc(-c3ccco3)on2)cn1	0.0	96	0	-2	1	3	-3	-8	-1.0
CC(C)CNC(=O)c1cc(-c2ccc(Cl)c(Cl)c2)on1	1.4	98	8	-6	-3	17	.	2	0.8
COc1cc2c(cc1OC)-c1nnc(-c3ccco3)n1C1(CCCC1)C2	-0.1	97	2	-21	-10	-32	1	12	-1.5
O=C(c1cc2c(s1)CCCC2)N1CCN(c2ccccc2)CC1	-0.9	98	5	-11	-4	20	-6	2	-1.9
O=C(Cn1c(=O)oc2ccccc21)Nc1ccccc1N1CCOCC1	-0.7	100	2	-22	2	-16	-5	-2	0.2
Cc1cc2ccccc2c(=O)n1CC(=O)N1CCN(c2cccc(Cl)c2)CC1	-0.7	109	1	-1	-13	10	-4	8	-1.8
CCOC(=O)c1c(NC(=O)COC(=O)c2ccccc2NC)sc(C(=O)N(C)C)c1C	0.3	101	4	-6	-36	-14	-1	4	-1.2
O=C(NCc1ccco1)c1ccccc1NC(=O)C1CC(=O)N(c2ccc(Cl)cc2)C1 (configuration not stated)	0.1	100	-1	-14	-13	-10	-2	2	0.1
COc1ccc(-c2nn(-c3ccccc3)cc2C(=O)N(C)C)cc1	0.8	107	0	-10	-8	7	-10	9	0.5
Cc1cnc(NC(=O)c2ccc3c(c2)C(=O)N(Cc2cccnc2)C3=O)s1	0.7	102	2	-1	-8	11	-3	7	1.0
Cn1cc(C(C[N+](=O)[O-])c2ccccc2)c2ccccc21 (configuration not stated)	-1.2	101	-2	-6	1	5	-9	-3	-1.8
Cc1cnc(C(=O)OCC(=O)c2ccccc2)cn1	-0.2	.	.	-3	.	.	-4	.	-0.7
O=C(Oc1cccc(C(=S)N2CCOCC2)c1)c1ccc([N+](=O)[O-])cc1	3.0	107	-1	-11	7	4	-1	4	2.2
COc1cccc(OCc2nn3c(=O)c(-c4ccccc4)nnc3s2)c1	.	99	9	.	-2	8	-9	1	.
CC1(N2CCOCC2)C(=O)c2ccccc2C1=O	0.5	103	-4	-1	-10	24	2	0	0.1
O=C(CSc1nnc(NC(=O)c2ccco2)s1)Nc1ccc(F)cc1	0.6	100	0	-8	-8	19	-1	1	1.1
COc1cc(OC)c2c(C)cc(=O)oc2c1C(CCN1CCOCC1)c1ccc(N(C)C)cc1 (configuration not stated)	-0.5	100	.	3	.	0	-2	5	0.6
N#Cc1cc([N+](=O)[O-])ccc1NC(=O)COC(=O)CC1CCCC1	0.4	98	-18	-3	-1	.	.	-2	-1.5
NC(=S)N/N=C/c1c[nH]c2ccccc12	0.1	103	22	-10	-9	.	-6	7	4.4
Cc1ccccc1CSc1nsc(N)n1	0.4	106	4	-12	-12	3	.	0	6.1
CCOc1cc(S(=O)(=O)N2CCC(c3nc4ccccc4s3)CC2)c(OCC)cc1S(=O)(=O)N1CCCCC1	-0.3	97	-22	-2	-11	8	-3	2	0.9
Cc1noc(C)c1CSc1nnc(-c2ccccc2)n1Cc1ccco1	-0.1	101	-3	-6	9	10	-2	-1	0.0

Structural class, those above with four or more nitrogen atoms.
SMILES	V1R ag counter	MEKK2 WT-MEK5	M18AAP inhibitor	OXTR potentiate	GPR7 antag	NALP1 yeast inh	GalR3 antag	MEKK2mut PB1 HTS	OXTR agonist
COc1ccc(/C=N/NC(=O)c2ccc(C)cc2)cc1CN1CCN(c2ccc(F)cc2)CC1	-0.7	115	-4	0	-10	8	.	11	1.1
Cc1ccccc1Cn1cc(NC(=O)c2cc(-c3ccco3)on2)cn1	0.0	96	0	-2	1	3	-3	-8	-1.0
Cc1cnc(NC(=O)c2ccc3c(c2)C(=O)N(Cc2cccnc2)C3=O)s1	0.7	102	2	-1	-8	11	-3	7	1.0
COc1cccc(OCc2nn3c(=O)c(-c4ccccc4)nnc3s2)c1	.	99	9	.	-2	8	-9	1	.
O=C(CSc1nnc(NC(=O)c2ccco2)s1)Nc1ccc(F)cc1	0.6	100	0	-8	-8	19	-1	1	1.1
NC(=S)N/N=C/c1c[nH]c2ccccc12	0.1	103	22	-10	-9	.	-6	7	4.4
Cc1noc(C)c1CSc1nnc(-c2ccccc2)n1Cc1ccco1	-0.1	101	-3	-6	9	10	-2	-1	0.0

(more compounds)
SMILES	V1R ag counter	MEKK2 WT-MEK5	M18AAP inhibitor	OXTR potentiate	GPR7 antag	NALP1 yeast inh	GalR3 antag	MEKK2mut PB1 HTS	OXTR agonist
COc1ccc(C(=O)NNC(=O)c2ccc(S(=O)(=O)N3CCCCC3)cc2)cc1	0.1	92	2	-2	-6	-6	-2	-4	-0.7
CC1(C)C(=O)OC(/C=C/c2cccc([N+](=O)[O-])c2)C(C)(C)C1=O (configuration not stated)	-0.3	93	-2	-1	-12	-4	-4	-5	-1.1
COc1ccccc1CCNC(=O)c1cc(-c2ccncc2)nc2ccc(Br)cc12	.	89	15	.	10	-33	0	-7	.
C[C@@H]1COC(=O)[C@H](Cc2ccc(F)cc2)CC/C=C/C[C@@H](CC(=O)N[C@H](CO)Cc2ccccc2)C(=O)N1	-1.0	.	.	-5	.	.	0	.	-0.2
COc1cc(C=O)ccc1OC(=O)Nc1ccccc1	1.0	.	.	1	.	.	4	.	0.9
O=C(Cc1n[nH]c(=O)[nH]c1=O)N/N=C/c1ccccc1O	0.9	100	4	0	-3	-22	-11	3	-0.2
O=C1C(Cl)=C(NC2CCCCC2)C(=O)N1Cc1ccccc1	-0.3	101	4	-16	-14	8	5	-2	-3.1
CCCNC(=O)NC(=O)COC(=O)c1ccc(OC)c(S(=O)(=O)N2CCCc3ccccc32)c1	1.0	98	1	5	8	-12	-4	0	0.6
CCCC(c1nnnn1CC1CCCO1)N1CCN(c2nc3ccccc3s2)CC1 (configuration not stated)	0.3	113	5	2	-7	-15	-1	13	-0.6
CS(=O)(=O)N(CC(=O)N1CCc2ccccc2C1)Cc1ccc(Cl)cc1	1.5	101	0	1	8	7	-5	0	2.0
COc1ccccc1N=C1SC(C)CN1C(=O)C1CCC1 (configuration not stated)	0.5	101	0	-6	-7	37	.	2	-1.9
O=S(=O)(c1ccccc1)N1N=C(c2ccc(O)cc2)CC1c1ccco1 (configuration not stated)	2.9	100	-1	-13	8	-2	-1	1	3.2
O/N=C1/C2C3C(Br)C4C5CC(C1C53)C24 (configuration not stated)	0.1	101	6	4	-6	28	-5	2	-1.1
COc1ccc(OCc2cc(C(=O)N(Cc3nccn3C)C(C)C)no2)c2ccccc12	1.6	100	3	-1	3	9	-5	2	2.3
C#CCn1c(=NC(=O)CN2C(=O)CCC2=O)sc2cc(S(N)(=O)=O)ccc21	0.5	101	5	2	2	35	2	-2	0.8
Cc1ccccc1C(=O)NCCCNC(=O)c1ccco1	0.7	100	-4	-1	-12	16	-6	-2	1.1
FC(F)Oc1ccc(-n2cc(-c3ccccc3)[n+]3c2CCCCC3)cc1	-0.2	97	-1	1	1	-13	-4	2	-0.9
Cc1ccc(S(=O)(=O)NCC(=O)OC(C)C(=O)c2ccccc2)cc1 (configuration not stated)	-0.9	.	.	-8	.	.	-5	.	-1.3
CCCn1c(S(=O)(=O)O)nc2ccccc21	-0.3	93	-13	-6	-4	.	-5	-9	-0.6
CN(C)/C=N/c1c(C#N)cnn1C	4.8	94	-9	-18	-9	-8	-6	-7	0.2
COC(=O)c1ccccc1NC(=S)NC(=O)c1ccccc1	-0.1	94	10	-5	3	8	-2	6	-0.6
O=C(COC(=O)Cn1cnc2ccccc21)NCCC1=CCCCC1	1.7	103	12	-8	13	1	9	5	-1.0
Cc1cccc(NC(=O)c2ccc(N3C(=O)C4C5C=CC(C6CC56)C4C3=O)cc2)c1 (configuration not stated)	9.9	89	2	-18	14	12	-6	-9	8.5
C=CCOC(=O)C1=C[C@H](c2csc3ccccc23)C[C@H](OCCCCO)O1	1.1	95	.	-3	.	.	-8	-2	1.3
COc1ccc(C2c3sc(=O)[nH]c3SC3C(=O)N(c4ccccc4)C(=O)C32)cc1 (configuration not stated)	6.2	109	22	-7	10	18	-11	6	7.7
CCOC(=O)c1ccc(N2C(=O)c3n[nH]c(C)c3C2c2ccc(O)cc2)cc1 (configuration not stated)	0.8	95	-9	2	-8	-1	-3	1	0.4

Source: PubChem (several laboratories)

The order is random (roughly 4.1% active in at least one column).
